Compound activity (PubChem BioAssay)
m5-HT2A agonist: mouse Htr2a agonists via beta-arrestin recruitment, primary screen, cell-based, luminescence; 5-hydroxytryptamine receptor 2A (Mus musculus), P35363; CHO-K1 mHTR2A beta-arrestin complementation; percent of 30 µM serotonin response; activation, % at 7.6 µM; 360,000 tested, 0.66% active; AID 624169, 2012;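 active means activation above a run cutoff, the mean activation of all tested compounds plus 3 SD, cut at about 14% in these data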;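 further: 0% = plate median of compound wells and 100% = 30 µM serotonin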
Target sequence (P35363 whole entry, looked up): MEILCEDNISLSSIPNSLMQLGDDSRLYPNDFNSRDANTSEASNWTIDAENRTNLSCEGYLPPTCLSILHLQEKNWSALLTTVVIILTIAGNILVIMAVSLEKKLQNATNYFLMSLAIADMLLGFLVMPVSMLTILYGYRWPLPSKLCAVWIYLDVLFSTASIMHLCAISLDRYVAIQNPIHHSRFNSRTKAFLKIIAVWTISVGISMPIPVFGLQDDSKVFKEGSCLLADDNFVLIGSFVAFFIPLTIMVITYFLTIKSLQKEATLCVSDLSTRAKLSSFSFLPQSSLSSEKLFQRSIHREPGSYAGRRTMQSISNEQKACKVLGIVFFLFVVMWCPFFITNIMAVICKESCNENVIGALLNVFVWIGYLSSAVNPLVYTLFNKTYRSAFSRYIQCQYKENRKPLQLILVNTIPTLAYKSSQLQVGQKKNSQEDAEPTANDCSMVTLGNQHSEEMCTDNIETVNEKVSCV
Cardio protect: cardioprotection against H2O2-induced cell death, primary screen, uHTS, H9c2 cells, ATPLite luminescence. H9c2 cardiomyocytes, H2O2 injury protection, 2 h. protection from H2O2 cell death, % at 20 µM. 360,000 tested, 0.63% active. AID 588492, 2011;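 active means compounds giving at least 50% protection of heart cells from peroxide-induced death in the single-dose screen, raw or plate-pattern-corrected value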;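 further: 0% = DMSO wells with peroxide and 100% = DMSO wells without peroxide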
hiPSC survival: enhancers of single-cell hiPSC survival, primary screen, ATPlite luminescence; 360,000 tested, 0.044% active; 100% = ROCK inhibitor wells, 0% = DMSO; AID 602274, 2012; survival enhancement, % at 20 µM; in the data active means survival enhancement above about 18%;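 further: cells exposed to compounds for 16 hours before the ATP read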
ABHD5 PLIN5 PPI: ABHD5-PLIN5 interaction inhibitors, primary screen, cell lysate, split luciferase complementation, luminescence; Perilipin-5 (Homo sapiens) + 1-acylglycerol-3-phosphate O-acyltransferase ABHD5 (Homo …; AID 602281, 2012; Split G. princeps luciferase complementation, 4 h; inhibition, % at 4 µM; 360,000 tested, 0.78% active;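 active means inhibition above the mean inhibition across every tested compound plus 3 SD, cut at about 22% in these data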;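 further: 0% = DMSO only wells and the 100% control is not disclosed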
Granule exo inh: LAMP-1 surface exposure blockers, TALL-104 cells – cell-based, flow cytometry, MLPCN library, primary screen; inhibition, % at 10 µM; 360,000 tested, 0.66% active; AID 651702, 2012; TALL-104 LAMP-1 surface exposure; cells stimulated with thapsigargin and PMA;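 active means inhibition above about 55%, limit read from the data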
Glyco luc inh: increase of ERlucT glycosylation luciferase signal, primary screen, N-linked glycosylation inhibitor project, D54 ERlucT cells, luminescence, set 2 | reporter increase, % at 12.5 µM | 360,000 tested, 0.23% active | AID 588692, 2011 | D54 ERlucT glycosylation luciferase reporter, 24 h; percent of 100 nM tunicamycin response;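 active means mean luciferase reporter signal, scaled so untreated is 0 and the glycosylation-blocking control 100, at or above a set limit in every replicate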;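 further: luciferase carries N-glycosylation sites so blocking glycosylation raises the light; 0% = median of neutral control wells and 100% = median of 100 nM tunicamycin wells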
MC4R barr agon: MC4R agonists recruiting beta-arrestin, primary screen, cell-based, luminescence, agonist arm of biased-ligand search | Melanocortin receptor 4 (Homo sapiens), P32245 | U2OS MC4R beta-arrestin complementation; percent of melanotan II response, DMSO zero | activation, % at 8.9 µM | 360,000 tested, 0.98% active;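 active means activation above a per-plate cutoff, the mean activation of sample wells on that plate plus 3 SD, cut at about 8% in these data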
Target sequence (P32245 whole entry, looked up): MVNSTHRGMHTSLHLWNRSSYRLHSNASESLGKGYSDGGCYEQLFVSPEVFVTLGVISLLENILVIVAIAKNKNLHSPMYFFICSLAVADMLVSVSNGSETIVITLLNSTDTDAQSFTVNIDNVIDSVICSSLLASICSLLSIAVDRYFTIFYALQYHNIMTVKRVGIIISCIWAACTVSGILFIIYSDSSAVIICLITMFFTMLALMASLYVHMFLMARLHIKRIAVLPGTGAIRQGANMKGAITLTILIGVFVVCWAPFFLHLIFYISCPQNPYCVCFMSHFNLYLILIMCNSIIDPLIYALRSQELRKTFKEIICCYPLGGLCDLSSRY
aDG glyco up: activators of alpha-DG glycosylation, primary screen, uHTS, Pro5-aDG cells, AlphaScreen; alpha-DG glycosylation AlphaScreen (IIH6); 0% Pro5, 100% B10-LARGE cell signal; activation, % at 10 µM; 360,000 tested, 0.22% active;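 active means activation of at least 8% versus controls, or a plate z-score of at least 8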;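 further: Pro5 are CHO cells carrying HIG-tagged alpha-DG that lacks glycosylation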
ABCB6 inh MLPCN: ABCB6 transporter inhibitors, primary screen, K562-ABCB6 cells, flow cytometry, MLPCN library; ATP-binding cassette sub-family B member 6 (Homo sapiens), Q9NP58; K562-ABCB6 porphyrin accumulation, 1 h; hits give low values; fluorescence ratio to DMSO, % at 10 µM; 360,000 tested, 0.19% active;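 active means fluorescence ratio to DMSO below 75%, the collection mean minus 3 SD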;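 further: signal is porphyrin accumulated inside mitochondria; 100% equals median channel fluorescence of DMSO control wells; lower ratio means ABCB6 inhibition with less porphyrin fluorescence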
MC4R antag cAMP: MC4R antagonists of cAMP signaling, primary screen, cell-based, TR-FRET, antagonist arm of biased-ligand search; Melanocortin receptor 4 (Homo sapiens), P32245; MC4R-expressing cells, MTII-stimulated cAMP, LANCE TR-FRET; inhibition, % at 6.5 µM; 360,000 tested, 0.48% active;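 active means inhibition above its plate's cutoff, the mean of tested wells on that plate plus 3 SD, cut at about 29% in these data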;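 further: 0% = Melanotan II alone and 100% = Melanotan II plus saturating MCL0020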
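Material – human MC4R-expressing U2OS cells · Repeats – no replicates · Detection – TR-FRET with Eu-cAMP and labeled anti-cAMP, 671 nm · Times – compound 30 min, challenge 1 h, detection 1 h · Compound – single nominal compound dose of 6.5 µM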
An asterisk follows results filed as active; · = no result given.

Under each structure – m5-HT2A agonist	Cardio protect	hiPSC survival	ABHD5 PLIN5 PPI	Granule exo inh	Glyco luc inh	MC4R barr agon	aDG glyco up	ABCB6 inh MLPCN	MC4R antag cAMP
Cc1ccc(C(O)c2ncc(-c3cccc4ccccc34)[nH]2)c(C)c1 (stereo not drawn)
    -1	-4	-2.5	-11	-11	-5	0.2	0.1	95	5
CN(Cc1ccc(OC(F)F)cc1)Cc1nc2c(Br)cc(Br)cc2c(=O)[nH]1
    -3	1	-0.6	-4	-4	1	-0.3	0.0	100	9
O=C(NCc1ccccc1C(F)(F)F)C1CC(c2ccc(C(F)(F)F)cc2)=NO1 (stereo not drawn)
    1	-23	1.0	1	12	0	-0.9	0.0	92	-1
CCOC(=O)CCC(=O)N(CCN(C(=O)CCC(=O)OCC)c1ccccc1)c1ccccc1
    5	1	1.1	1	-1	1	-1.2	0.4	104	3
C[C@@H]1CN([C@@H](C)CO)C(=O)CCCn2cc(nn2)CO[C@H]1CN(C)S(=O)(=O)c1cccc(C#N)c1
    -1	5	-2.5	-3	4	2	1.7	0.3	102	7
Cc1cc2ccccn2c1C(=O)c1ccc(NN)c([N+](=O)[O-])c1
    1	5	-1.8	-1	8	-4	-0.4	3.8	93	6
O=S(=O)(NCCOCC(F)(F)C(F)F)c1ccc2oc3ccccc3c2c1
    2	-39	2.1	-2	-1	-1	6.4	1.2	99	1
CC(C)(C)c1ccc(C(=O)CC(=O)c2cc(Cl)ccc2O)cc1
    -3	8	0.1	-4	-4	-5	-0.5	0.8	96	-3
COc1ccc(CNC(=S)Nc2cccc(C)c2C)cc1
    -3	-9	-5.9	-2	5	0	-0.9	0.0	96	1
Cc1cccc(OCCCC(=O)NCc2ccco2)c1
    -4	5	1.5	3	-1	1	-1.6	0.0	106	8
O=C(C1CCN(S(=O)(=O)N2CCOCC2)CC1)N1CCN(c2ccc(F)cc2)CC1
    -1	2	-0.4	-4	11	-3	-0.3	-0.1	96	4
COc1cc(/C=C(\C#N)c2nc3ccccc3[nH]2)ccc1OC(=O)c1ccco1
    -1	11	-1.0	-1	2	4	-0.1	-0.3	96	-9
C/C=C/C(=O)Nc1cccc(C(F)(F)F)c1
    0	1	0.0	-3	-3	-2	0.2	-0.1	95	9
CC(=O)c1ccc(OCCCN2CCCCC2)cc1
    1	-1	-1.7	0	1	0	-2.3	-0.1	97	8
Cc1ccc(C(=O)NC(=S)N2CCN(c3cc(C)ccc3C)CC2)cc1
    -1	2	0.0	-2	-3	7	-0.1	0.1	94	5
O=C(NC1CC1)c1cccc(NC(=O)C2CCC2)c1
    5	8	-3.4	-7	6	3	-0.9	-0.1	96	0
Cc1ccc(NC(=O)/C(C#N)=C/c2cccs2)c(C)c1
    2	2	1.7	0	-3	3	0.9	0.1	98	5
Cc1cc(C)c(OCCCCN2CCNCC2)c(C)c1
    9	5	-0.6	7	3	0	-1.7	0.1	103	5
COc1ccc(/C=N/NC(=O)CC(=O)NCc2cccnc2)cc1
    4	-1	3.5	9	-6	1	0.2	-0.2	96	11
CC1C(=O)Nc2ccc(S(=O)(=O)N3CCN(c4cccc(Cl)c4)CC3)cc2NC1=O (stereo not drawn)
    4	-14	0.7	-2	2	-1	0.6	-0.2	99	19
COCCCNC(=O)C[C@H]1C[C@H](C(=O)N2CCCCC2)[C@@]2(C)c3[nH]c4ccc(Cl)cc4c3CCN2C1=O
    -4	-4	0.4	-9	-1	-1	-0.6	0.9	98	6
CC1(C)N=C(N)N=C(N)N1c1cccc(CC(=O)Nc2ccccc2)c1
    -12	0	-2.7	6	-4	0	-1.5	0.1	104	9
O=C(O)C1Nc2c(C(=O)N3CCOCC3)cccc2C2C=CCC12 (stereo not drawn)
    -1	4	1.3	10	-3	1	-1.6	0.0	93	-2
O=C(NCc1ccccc1)c1cccc(NC(=O)C2CC2)c1
    -7	6	0.2	3	-1	1	1.8	-0.2	96	14
O=C(/C=C/c1ccc(Br)cc1)N1CCN(c2cccc(C(F)(F)F)c2)CC1
    0	-19	-1.0	-10	-29	1	14*	0.3	104	11
CSc1ccc(-c2nnn(Cc3ccc(Br)cc3)n2)cc1
    2	-10	-1.1	-7	-2	0	-0.2	1.3	96	0
COc1ccc(CC(=O)NCC2(c3ccc(OC)c(OC)c3)CCCC2)cc1
    -2	1	-0.7	3	-2	-3	0.7	0.0	90	6
CN1CCN(C(=S)Nc2ccc(Oc3ccccc3)cc2)CC1
    -3	1	-2.2	-3	0	-1	0.7	0.2	99	27
COc1ccc(-c2csc(NC(=O)CS(=O)(=O)c3ccc(F)cc3)n2)cc1OC
    -1	20	1.4	1	2	0	-0.8	-0.3	98	9
N#Cc1c(C(F)(F)F)cc(-c2ccc(F)cc2)[nH]c1=O
    0	-4	-0.7	0	-1	0	3.0	-0.2	104	3
COc1ccccc1OCC(=O)NNC(=O)Nc1ccccc1
    -3	5	-0.1	-1	-6	-1	-0.1	-0.1	97	1
CC(=O)N1c2ccc(S(=O)(=O)NCCC(=O)N3CCCC(C)C3)cc2CC1C (stereo not drawn)
    -2	-4	-0.5	-5	7	3	-4.2	-0.1	100	-3
Cc1ccc2nsnc2c1S(=O)(=O)N(Cc1ccco1)Cc1cc2cccc(C)c2[nH]c1=O
    2	73*	3.1	-7	-1	-1	1.6	-0.6	94	8
CCCCN(C(=O)CCC(=O)Nc1cc(C)on1)C(C(=O)NC1CCCC1)c1ccccc1C (stereo not drawn)
    2	4	1.0	-4	18	0	-0.5	0.1	98	25
CCOC(=O)c1nc(-c2ccc3c(c2)OCO3)[nH]c1C
    3	2	-2.0	0	1	5	0.0	2.0	97	-5
O=[N+]([O-])c1ccccc1/C=C/CN1CCCCC1CO (stereo not drawn)
    2	-6	0.2	3	3	0	-0.1	0.0	93	0
COc1ccc(C(=O)O)cc1S(=O)(=O)Nc1ccccc1C(=O)NCc1ccc2c(c1)OCO2
    -4	12	4.3	6	2	2	2.4	-0.1	101	5
COC(=O)c1ccc(OC)c(CSc2nnc(COc3ccc(OC)cc3)o2)c1
    0	-4	-2.2	2	-7	-3	-0.6	0.1	101	-4
COc1ccc(-c2cc(NC=O)c3ncc(-c4cc(OC)c(OC)c(OC)c4)n3c2)cc1
    4	29	-1.4	-5	26	14	1.3	-0.3	126	-27
COC(=O)C1=CN(c2ccc(F)cc2)C(N)=C(C#N)C1c1cccc(OC)c1OC (stereo not drawn)
    3	·	·	0	10	·	·	0.2	·	·
Brc1cccc(-c2nnc(SCc3ccon3)n2-c2ccccc2)c1
    -2	-10	-5.5	4	6	-4	-2.2	1.1	105	14
CCOc1ccccc1-n1nnnc1SCC(=O)N1CCCC1=O
    1	3	-0.4	8	0	1	1.5	0.4	103	24
CC(Sc1nnc2c(n1)[nH]c1ccccc12)C(=O)NC1CCCCC1 (stereo not drawn)
    2	-7	-0.4	2	17	-4	0.2	0.4	101	7
O=C(N[C@H]1c2ccccc2C[C@H]1O)[C@H]1O[C@@H](n2ccc(=O)[nH]c2=O)[C@H](O)[C@@H]1O
    -4	3	-1.3	5	-4	3	·	-0.2	96	·
Cc1occc1-c1nnc(SCC(=O)N(C)c2ccccc2)n1C
    -1	-2	0.4	3	-1	-1	-1.6	0.0	98	1
CC1CC(C)CN(CCOc2ccc(Br)cc2)C1 (stereo not drawn)
    -3	-1	-0.8	-2	3	0	2.0	0.1	95	-2
O=C(NCCc1c[nH]c2ccccc12)c1cnc2n(c1=O)CCS2
    -10	1	-2.5	-4	0	0	-1.0	-0.1	98	2
Cc1ccc(C)c(S(=O)(=O)N2CCCC2CNC(=O)C(=O)NC2CC2)c1 (stereo not drawn)
    10	-4	4.2	6	-3	-3	-1.9	0.2	96	3
O=C(CSc1nnnn1-c1ccccc1)Nc1ncc2c(n1)CC(c1ccco1)CC2=O (stereo not drawn)
    9	8	3.6	2	40	-2	-1.8	-0.1	97	5
Cc1ccc(C2(C)NC(=O)N(CC(=O)Nc3ccc4[nH]c(=O)[nH]c4c3)C2=O)cc1 (stereo not drawn)
    1	2	-0.2	2	5	2	2.1	0.0	99	13
Cc1cc(C)cc(OCC(O)CN2CCN(Cc3ccc4c(c3)OCO4)CC2)c1 (stereo not drawn)
    -3	-2	0.0	-1	-1	0	4.4	0.7	100	14
CN(Cc1nc(Cc2cccc(F)c2)no1)CC1CCOCC1
    3	-1	0.1	-2	3	2	4.8	-0.2	103	22
CN1C(=O)[C@@](O)(c2cn(C)c3ccccc23)c2ccccc21
    -8	·	·	3	-5	·	·	0.6	·	·
CSc1ncccc1C(=O)N1CCN(S(=O)(=O)c2ccccc2)CC1
    6	2	-0.5	-5	-9	-1	-1.3	0.2	98	5
COc1ccc(CN2C(=O)CCC2(C)c2nnnn2-c2c(C)cccc2C)cc1 (stereo not drawn)
    1	·	-0.5	5	-5	·	·	0.1	102	·
CN1/C(=C/C=C(C#N)C#N)C(C)(C)c2ccccc21
    3	-3	1.3	7	1	1	2.0	-0.2	111	-6
COC(=O)C1(S(=O)(=O)c2cccc3nsnc23)CC1
    -4	25	-0.1	-7	1	-2	-1.5	0.1	98	-3
COc1ccc(C(=O)Nc2ccc(NC(=O)c3cccc(F)c3)cn2)cc1
    -3	-1	0.3	6	-6	-1	-1.1	0.1	101	6
NC(=O)c1ncc(C(F)(F)F)cc1Oc1ccc(F)cc1
    -2	-3	-0.3	-2	-1	4	-0.7	-0.1	91	-1
COc1ccc(C(=O)NNC(=O)CN2CCC(n3nnc4cc(C(F)(F)F)ccc43)CC2)cc1
    4	-6	-0.2	3	0	1	0.4	0.0	98	12
CCCc1c(-c2ccc(F)cc2)ncn1CCc1ccccc1OC
    17*	·	0.2	4	10	·	·	0.1	117	·
CC(C)(C)NS(=O)(=O)CC12CCC(CC1=O)C2(C)C (stereo not drawn)
    5	-7	4.8	9	-2	-1	0.3	0.2	98	4
O=C1NC(=NCc2ccccc2)S/C1=C\c1ccccc1
    -5	-1	-0.8	5	5	-1	-3.7	0.4	90	-3
